Screening data deposited in PubChem by National Center for Advancing Translational Sciences (NCATS).
S2 tox – viability counter-screen for ATXN expression inhibitors; AID 651635; Potency, µM (series often up to 56.7 µM), most hits filed as cytotoxic; S2 cells (HEK-293 line with an ATXN2-luciferase reporter) viability, CellTiter-Fluor protease fluorescence, 24 h; 400,000 compounds, 0.49% hits; note: potency is the fitted concentration of half-maximal effect; nearly all actives have a fitted effect of over 40% in size
SW480 rereplic – induces DNA re-replication in SW480 colon adenocarcinoma cells; SW480 DNA re-replication, Hoechst DNA content imaging, 48 h; Potency, µM (top dose mostly 46.1 µM), without a hit: at the top dose re-replication activation, hits mostly activators; 340,000 compounds, 1.8% hits; AID 624297; note: potency is the fitted concentration of half-maximal effect; % of control where 0% means no effect; nearly all actives have a fitted effect of over 55% in size
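First, 250 cells per well were seeded. Next, compound or vehicle (23 nL) was pinned in, plates sat 48 hr at 37 C. Finally Hoechst was added for 40 min before fluorescence scanning.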
IL1B secr inh – inflammasome signaling inhibition, IL-1 beta readout; activity change, % at 57.5 µM; AID 743279; 360,000 compounds, 4.7% hits; THP-1 LPS/ATP IL-1B secretion, AlphaLISA, 16 h; hits give low values; in the data active = activity change below about -50%; inconclusive = mostly about -30% to -49%; note: % is set by controls: 0 for no effect and ±100 for the full control effect
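Secreted IL-1B measured by AlphaLISA bead assay after 16 h compound exposure of THP-1 cells; compounds (final up to 57.5 uM) added 1 h before LPS (250 ng/mL) and ATP (1.25 mM) stimulation; lower signal means less secretion.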
HT1080 IDH1KD tx – toxicity to HT-1080 IDH1 knockdown cells (counter line); HT-1080 IDH1 knockdown viability, ATP luminescence, 48 h; 360,000 compounds, 2% hits; Potency, µM (highest dose often 46.1 µM), without a hit: top-dose activity, negative = toxicity, most hits filed as cytotoxic;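 note: potency is the fitted concentration of half-maximal effect; 0% = DMSO wells and -100% = cell-free medium wells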
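Cytotoxicity counter-line: IDH1KD HT-1080, 48 h, CellTiter-Glo. Curves classed by r2, magnitude and activity.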
ATXN2 expr inh – reduces ATXN2 reporter expression in HEK-293 cells. HEK-293 ATXN2-luciferase reporter, luminescence, 24 h. Potency, µM (series often up to 57 µM), without a hit: at the top dose activity change, negative = inhibition, most hits filed as inhibitors. 360,000 compounds, 0.72% hits; note: potency is the fitted concentration of half-maximal effect; % is set by controls: 0 for no effect and ±100 for the full control effect; nearly all actives have a fitted effect of over 55% in size
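ATXN2-luciferase reporter cells (luciferase flanked by upstream and downstream ATXN2 gene portions) were treated 24 h at 37 °C with compounds at up to 57 uM. SteadyGlo luminescence gave expression; GF-AFC fluorescence gave viability.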
HepG2 viability – counter-screen for TGF-b inhibitors: cytotoxicity in HepG2 cells; HepG2 CAGA-GFP viability, ATP luminescence, 18 h; Potency, µM (doses to about 46.1 µM), for inactives: at the top dose activity change, negative = cytotoxicity, usual class: cytotoxic; 410,000 compounds, 0.76% hits; AID 588856; note: potency is the fitted concentration of half-maximal effect; some results filed as inactive show a strong effect at the top dose
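HepG2 CAGA-GFP cells (1000/well, DMEM with 1% FBS) received compound, then TGF-beta at 500 pg/mL final, and were incubated 18 hours at 37 degrees C. Viability was read by CellTiter-Glo luminescence. Media-only wells were set as complete cell-killing and DMSO as no toxicity.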
MCF10A rereplic – inducers of DNA re-replication in MCF 10A breast cells. MCF 10A DNA re-replication, Hoechst nuclear intensity, 48 h. Potency, µM (top dose mostly 46.1 µM), inactives show top-dose activity, positive = re-replication, hits mostly activators. 350,000 compounds, 2.9% hits; note: potency is the fitted concentration of half-maximal effect; % of control where 0% means no effect; nearly all actives have a fitted effect of over 50% in size
KB-3-1 tox – KB-3-1 parental cell cytotoxicity; KB-3-1 viability, CellTiter-Glo ATP luminescence, 72 h; Potency, µM (doses to about 46.1 µM), inactives show top-dose activity change, negative = cytotoxic, most hits filed as cytotoxic; 400,000 compounds, 1.4% hits; note: potency is the fitted concentration of half-maximal effect; % is set by controls: 0 for no effect and ±100 for the full control effect; nearly all actives have a fitted effect of over 60% in size
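Screening of KB-3-1 cells (DMEM, 10% FBS, phenol-red free) ran from lowest to highest compound concentration; after 72 h at 37 °C viability was read luminescently and curves fitted.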
HT1080NT lethal – kills 2HG-producing HT-1080-NT fibrosarcoma cells | HT-1080-NT fibrosarcoma viability, CellTiter-Glo ATP luminescence, 48 h | Potency, µM (titrated, usually from 46.1 µM), inactives show at the highest dose activity, negative = less viability, most hits filed as cytotoxic | 360,000 compounds, 1.6% hits | AID 686970;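 note: NT is the 2HG producing partner of a matched IDH1 knockdown line; potency is the fitted concentration of half-maximal effect; 0% = DMSO-treated cells and -100% = media-only wells without cells; nearly all actives have a fitted effect of over 55% in size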
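Viability by CellTiter-Glo luminescence after 48 h compound exposure at 37C of HT-1080-NT cells (750/well, RPMI, 5% FBS). % activity scaled between DMSO wells and medium-only wells, then curve-fitted and categorized by curve class.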
The depositor's hits bear a star; i = inactive; ? = inconclusive; . = no result given; & = joins results of further samples; [ ] = remark or other dose. Unless noted, calls come from the whole dose curve; as a rule, active = well fitted curve in the direction sought with a large enough effect; inconclusive = small, poorly fitted or top-dose-only effect, or another doubt; inactive = no such curve, though single readings can be large; an effect the other way counts as inactive or inconclusive.

Sample of the layout:
Order of values: S2 tox	SW480 rereplic	IL1B secr inh	HT1080 IDH1KD tx	ATXN2 expr inh	HepG2 viability	MCF10A rereplic	KB-3-1 tox	HT1080NT lethal
1. O=C1Nc2ccccc2C(=O)N2c3ccccc3NC(=O)C12 (stereo unspecified)
  i	.	41	5%	7%	-50%	.	0%	16%
2. O=C(O)c1ccc2c(c1)N(Cc1ccccc1)C(=O)c1ccccc1S2
  i	-4%	25	-1%	6%	2%	-6%	3%	0%

Main list (from the top)
Order of values: S2 tox	SW480 rereplic	IL1B secr inh	HT1080 IDH1KD tx	ATXN2 expr inh	HepG2 viability	MCF10A rereplic	KB-3-1 tox	HT1080NT lethal
1. O=C1Nc2ccccc2C(=O)N2c3ccccc3NC(=O)C12 (stereo unspecified)
  i	.	41	5%	7%	-50%	.	0%	16%
2. O=C(O)c1ccc2c(c1)N(Cc1ccccc1)C(=O)c1ccccc1S2
  i	-4%	25	-1%	6%	2%	-6%	3%	0%
3. CC1(Cc2ccc(F)c(Cl)c2)C(=O)Nc2c(Cl)cccc21 (stereo unspecified)
  i	.	25	?	-31%	-12%	.	-13%	-20%
4. CC(=O)c1cc2cc(O)ccc2o1
  i	-4%	0	8%	0%	4%	-1%	-2%	11%
5. CCOC(=O)C(/C=N/c1cc(C)nn1-c1ccccc1)=C(\C)O
  ?	1%	-6	1%	-12%	-16%	3%	17%	14%
6. CCOc1ccc(-n2c(SCC(=O)Nc3cccc(Cl)c3)nc3c(oc4ccccc43)c2=O)cc1
  i	.	.	.	3%	-2%	.	-4%	.
7. S=C(c1ccccc1)N1CCCC1
  i	-2%	9	-10%	-17%	-3%	-5%	29%	16%
8. Cc1nc2ccccc2n1CC(=O)OCC(=O)Nc1ccc2c(c1)OCCO2
  i	-5%	-18	-1%	3%	-24%	-1%	0%	-2%
9. CC(C)Oc1ccc(CNC(=O)CCCN2C(=O)C(c3ccccc3)Oc3cccnc32)cc1 (stereo unspecified)
  i	-21%	0	7%	-8%	0%	1%	-28%	5%
10. CCc1ccccc1OCC(=O)N1CCN(c2ncccn2)CC1
  i	-10%	-3	0%	9%	-5%	2%	?	2%
11. CN(C)c1oc(-c2ccc(Cl)cc2)nc1S(=O)(=O)c1ccccc1
  ?	?	12	0%	-8%	11%	2%	-4%	3%
12. O=C(CSc1nnc(CCCN2C(=O)c3cccc4cccc(c34)C2=O)n1-c1ccccc1)NCCCN1CCOCC1
  i	-12%&-5%	9	14%	6%	25%	-7%&-32%	-2%	16%
13. Cc1nn2c(=O)cc(CSc3nc4ccccc4[nH]3)nc2s1
  i	-8%	2	6%	1%	-19%	-4%	8%	-13%
14. COCCSc1nnc(NC(=O)c2ccc([N+](=O)[O-])cc2)s1
  i	-4%	-2	14%	.	-11%	1%	-12%	3%
15. Cc1c(C)c(C)c(CN2CCSCC2)c(C)c1C
  i	-11%	0	1%	-12%	16%	-3%	4%	-1%
16. CCOc1cc(C(=O)Nc2ccc(S(=O)(=O)NC3=NCCCCC3)cc2)cc(OCC)c1OCC
  i	-73%[inhibitor]	-4	-10%	.	0%	15%	-9%	-1%
17. CCSc1nnc2n(-c3cccc(C)c3)c(=O)c3c4c(sc3n12)CCCC4
  ?	.	.	.	-5%	-26%	.	?	.
18. COc1ccc(Nc2nc(C)c(C(C)=O)s2)cc1
  i	.	4	10%	53%[activator]	3%	.	0%	19%
19. COc1ccc(NC(=O)c2nn(C)c(=O)c3ccccc23)cc1S(=O)(=O)Nc1ccccc1Cl
  ?	-49%[inhibitor]	-25	-24%	9%	-10%	?	1%	-13%
20. CC(C)(C)n1cnc2cc(NCc3ccccc3O)ccc21
  i	-10%	?	-2%	31%[activator]	-19%	-9%	15%	-2%
21. COc1cccc2c(=O)c(C(=O)NCCc3ccccc3)c[nH]c12
  i	-9%	3	-29%	.	-13%	-4%	-3%	-28%
22. CCCCC(=O)N/N=C(/C)C1=C(C)C(C)(C)OC1=O
  ?	-3%	9	1%	.	-4%	3%	-2%	10%
23. COC(=O)c1cc(S(=O)(=O)n2nc(C)cc2C)c(Cl)cc1Cl
  i	0%[9.22 µM]	6	19%	-8%	18%	-3%	5%	18%
24. COCCCn1cc(CN2CC(N3CCN(C4CCN(C)CC4)CC3)CS2(=O)=O)nn1 (stereo unspecified)
  i	.	55	3%	3%	.	.	4%	0%
25. CN1C(=O)/C(=C/C=C2/CCCN2C)N(C)C1=S
  i	1%	33	3%	29%	-4%	-2%	8%	6%
26. CC1CCC(NC(=O)CN2C(=O)c3cccnc3Oc3ccc(Cl)cc32)CC1 (stereo unspecified)
  i	-4%	27	1%	24%	4%	2%	0%	0%
27. CSCCC(NC(=O)c1ccco1)C(=O)NCC(c1ccco1)N1CCCCC1 (stereo unspecified)
  i	21%	0	2%	2%	-3%	19%	20%	6%
28. O=S(=O)(Nc1cccc(-c2ccc3nncn3n2)c1)c1ccc(Cl)s1
  i	-4%	14	-28%	2%	3%	5%	-4%	-22%
29. CC(OC(=O)CNC(=O)c1ccc(Br)cc1)C(=O)NC1CCCCC1C (stereo unspecified)
  i	4%	4	11%	.	-5%	-6%	2%	4%
30. COc1ccc(S(=O)(=O)NC(CC(=O)NCCc2ccccc2)c2ccco2)cc1 (stereo unspecified)
  i	-15%	20	-10%[9.24 µM]	0%	-6%	-1%	4%	?
31. O=C(O)c1ccc(N/N=C/c2cc3c(cc2[N+](=O)[O-])OCO3)cc1
  i	2%[1.84 µM]	24	?	43%[activator]	-44%	-25%	0%	-25%
32. Cc1ccc(S(=O)(=O)N(C)Cc2nc(-c3ccc(Br)cc3)no2)cc1
  i	3%	43	-15%	-5%	-28%	1%	?	2%
33. CC(C)c1ccccc1OCC(=O)Nc1ccc2[nH]ncc2c1
  i	7%	-7	-6%	-11%	-19%	3%	?	2%
34. COc1cc(C2N(c3ccc(Cl)c(Cl)c3)C(=O)C3CCCN32)cc(OC)c1OC (stereo unspecified)
  i	1%	-4	-17%	-4%	5%	18%	27%	-14%
35. CC(C)NC(=O)Nc1nnc([C@@H]2C[C@H](O)[C@@H](CO)O2)s1
  i	.	-12	0%	13%	1%	.	10%	-5%
36. CCOc1ccc(CNC(=O)c2cnc3c(C)cccn3c2=O)cc1
  i	.	.	.	10%	3%	.	-2%	.
37. CS(=O)(=O)c1ccc(Cl)c(S(=O)(=O)NCc2ccccc2)c1
  i	-2%	-26	3%	2%	-7%	-2%	13%	9%
38. O=C(Nc1ccccc1)O[C@@H]1C[C@H]2CCCC(=O)N3CC[C@@H](C1)[C@@H]23
  i	-7%	-13	5%	-7%	-6%&-2%	-5%	0%&0%	0%
39. COc1cc(NC(=O)CCc2nnc3ccc(NCc4ccco4)nn23)cc(OC)c1
  i	8%	-16	-6%	-3%	-1%	2%	16%	-2%
40. CCC1(CC)CNC(=O)NC1=O
  ?	11%	7	17%	10%	6%	1%	0%	13%
41. Cc1ccc(C)c(OCC(=O)Nc2ccc3c(c2)OCO3)c1C
  i	?	5	-27%	1%	-14%	6%	8.2µM*	-15%
42. COc1ccc(C=O)cc1COc1ccc(Cl)cc1[N+](=O)[O-]
  i	3%	12	?	0%	-7%	15%	?	-7%
43. Cc1ccc(NC(=O)c2ccccc2OCC(=O)Nc2ccccc2F)cc1S(=O)(=O)N(C)C
  i	-8%	-18	?	.	-9%	9%	5.2µM*	-24%
44. O=C(Cc1ccccc1)N1CCC(c2nc3ccccc3[nH]2)CC1
  i	-4%	-7	-9%	-3%	-3%	4%	6%	11%
45. Cc1cccc(CNC(=O)C2CCC(=O)N(CCCc3ccccc3)C2)c1 (stereo unspecified)
  ?	.	9	1%	.	-2%	.	-6%	0%
46. CCOC(=O)[C@]12CCC=C1N(CCC1=CCCCC1)C(=O)[C@H](CC(=O)N1CCN(C(=O)c3ccco3)CC1)C2
  i	.	-3	10%	10%	.	.	9%	17%
47. COc1ccc(NC(=O)CCn2nc(-c3ccc(Cl)cc3)c3ccccc3c2=O)cc1
  i	.	.	.	4%	-8%	.	12%	.
48. CN(Cc1ccccc1)C(=O)c1cccc(NC(=O)c2ccco2)c1
  i	0%	30	5%	0%	-7%	-3%	6%	10%
49. CC(=O)Nc1ccc(S(=O)(=O)Nc2ccccc2C(=O)N2CCCC2)cc1
  i	-18%	12	4%	-3%	-5%	1%	1%	14%

Reprinted at random: 5 compounds from above
Order of values: S2 tox	SW480 rereplic	IL1B secr inh	HT1080 IDH1KD tx	ATXN2 expr inh	HepG2 viability	MCF10A rereplic	KB-3-1 tox	HT1080NT lethal
48. CN(Cc1ccccc1)C(=O)c1cccc(NC(=O)c2ccco2)c1
  i	0%	30	5%	0%	-7%	-3%	6%	10%
39. COc1cc(NC(=O)CCc2nnc3ccc(NCc4ccco4)nn23)cc(OC)c1
  i	8%	-16	-6%	-3%	-1%	2%	16%	-2%
34. COc1cc(C2N(c3ccc(Cl)c(Cl)c3)C(=O)C3CCCN32)cc(OC)c1OC (stereo unspecified)
  i	1%	-4	-17%	-4%	5%	18%	27%	-14%
45. Cc1cccc(CNC(=O)C2CCC(=O)N(CCCc3ccccc3)C2)c1 (stereo unspecified)
  ?	.	9	1%	.	-2%	.	-6%	0%
35. CC(C)NC(=O)Nc1nnc([C@@H]2C[C@H](O)[C@@H](CO)O2)s1
  i	.	-12	0%	13%	1%	.	10%	-5%
